Assay outcomes deposited in PubChem by several laboratories.
mABHD4 FP: ABHD4 inhibitors, primary screen, biochemical, fluorescence polarization, mouse; hit rate 0.54% among 370,000; AID 720543, 2013; inhibition, % at 8.92 µM; purified mABHD4, FP-Rh probe fluorescence polarization;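 active = inhibition exceeding the mean over every tested compound plus 3 SD, cut at about 30% in these data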;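 also: 0% = plate median of compound wells and 100% = S159A mutant with DMSO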
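Doses – 8.92 µM, single dose · Material – wild-type mouse ABHD4 protein · Replication – single well per compound (singlicate) · Measure – percent inhibition of probe binding, normalized to plate controls · Schedule – 45 min compound pre-incubation plus 60 min probe step, 25 °C · Detection – fluorescence polarization with parallel and perpendicular emission, 525/598 nm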
rCAG binder: binders of r(CAG) RNA repeats, primary screen, biochemical, fluorescence; r(CAG) RNA repeat, TO-PRO-1 dye displacement fluorescence; AID 651821, 2012; inhibition, % at 3 µM; hit rate 1.3% among 370,000;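 active = inhibition above the plate cutoff, the mean of all test compounds on that plate plus 3 SD, cut at about 35% in these data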;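 also: 0% = DMSO alone and 100% = 100 µM mitoxantrone as full dye displacement; higher means more dye released from RNA so lower well fluorescence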
TCR CD3 inh: inhibitors of human TCR-CD3 interaction, primary screen, biochemical, fluorescence, TAMRA-labeled TCR probe. T-cell receptor (TCR). inhibition, % at 9.4 µM. hit rate 0.37% among 360,000; in the data active = inhibition above about 19%;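 also: recombinant mutant TCR 2C K166C tagged with TAMRA read by polarization; 0% = receptor in buffer alone and 100% = receptor with positive control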
GC-B act: human GC-B receptor activators, primary screen, HEK293 GC-B cells, cGMP TR-FRET, EC30 CNP; 0% at EC30 CNP, 100% saturating CNP; activation, % at 10 µM; hit rate 0.11% among 370,000;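 active = activation at 10 µM reaching about 35% in either raw or pattern-adjusted values, limit read from the data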
HTRA1 inh: HTRA1 serine protease inhibitors, primary screen, biochemical, fluorescence polarization, HTS; Q92743; recombinant HTRA1, FP-rhodamine activity-based probe; inhibition, % at 5.96 µM; hit rate 0.5% among 340,000; AID 504803, 2011; in the data active = inhibition above about 36%;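 also: 0% = enzyme with DMSO and 100% = wells lacking enzyme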
TDP2 inh: human TDP2 enzyme inhibitors, primary screen, biochemical, epi absorbance, recombinant enzyme; Tyrosyl-DNA phosphodiesterase 2 (Homo sapiens), O95551; T5PNP hydrolysis, p-nitrophenol absorbance 415 nm; inhibition, % at 12.8 µM; hit rate 0.34% among 370,000; AID 720702, 2013;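 active = inhibition above the mean of all tested compounds plus 3 SD, set per campaign, cut at about 25% in these data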;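 also: 0% = DMSO with enzyme and 100% = buffer with substrate but no TDP2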
Target sequence (O95551 whole entry, looked up): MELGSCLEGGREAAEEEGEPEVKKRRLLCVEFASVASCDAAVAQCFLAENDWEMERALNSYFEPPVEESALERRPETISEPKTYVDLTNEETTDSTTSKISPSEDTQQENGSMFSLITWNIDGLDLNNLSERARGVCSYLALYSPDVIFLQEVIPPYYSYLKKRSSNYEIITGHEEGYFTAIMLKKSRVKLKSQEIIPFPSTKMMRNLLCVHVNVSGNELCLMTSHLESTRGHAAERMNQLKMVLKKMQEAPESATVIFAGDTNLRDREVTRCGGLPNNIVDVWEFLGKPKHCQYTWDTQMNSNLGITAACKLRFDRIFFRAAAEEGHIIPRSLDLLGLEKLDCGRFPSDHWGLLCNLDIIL
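Incubation: 2 h at 37 °C; Test system: recombinant human TDP2; Quantity: enzyme 120 nM; Read-out basis: percent inhibition; Medium: 50 mM Tris-HCl pH 7.5 with Mg2+, KCl, DTT, BSA; Repeats: single replicate; Compound: 12.8 µM single point, 1% DMSO; Signal: epi absorbance; Reagent: 5 mM T5PNP chromogenic substrate; Benchmarks: no-enzyme high, DMSO-plus-enzyme low.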
LEDGF integ inh: blockers of LEDGF/p75-dependent integrase strand transfer – biochemical, TR-FRET, high throughput, primary screen. HIV-1 integrase (with human LEDGF/p75). hit rate 0.64% among 370,000. TR-FRET IN-LEDGF/p75 DNA integration, Eu/Cy5. inhibition, % at 3.7 µM;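 active = inhibition above the screen-wide mean plus 3 SD, cut at about 13% in these data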;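 also: signal is the Cy5 over europium emission ratio at 671 and 618 nm; 0% = plate median of compound wells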
MBD2 DNA inh: inhibitors of MBD2 binding to methylated DNA, primary screen, biochemical, TR-FRET, DNA-binding domain, human; inhibition, % at 4.4 µM; MBD2 binding to methylated oligonucleotide; hit rate 0.31% among 370,000; Methyl-CpG-binding domain protein 2 (Homo sapiens), Q9UBB5; in the data active = inhibition above about 13%
SIAE primary: human SIAE inhibitors, primary screen, biochemical, fluorescence polarization, FP-Rh probe, 1536-well HTS; inhibition, % at 9.66 µM; AID 1053197, 2014; SIAE FP-Rh probe binding; Sialate O-acetylesterase (Homo sapiens), Q9HAT2; hit rate 0.69% among 370,000;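 active = inhibition above a cutoff: mean of compounds within the control limits plus 3 SD of those, cut at about 17% in these data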;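 also: 0% = plate median of compound wells and 100% = probe without SIAE protein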
Target sequence (Q9HAT2 whole entry, looked up): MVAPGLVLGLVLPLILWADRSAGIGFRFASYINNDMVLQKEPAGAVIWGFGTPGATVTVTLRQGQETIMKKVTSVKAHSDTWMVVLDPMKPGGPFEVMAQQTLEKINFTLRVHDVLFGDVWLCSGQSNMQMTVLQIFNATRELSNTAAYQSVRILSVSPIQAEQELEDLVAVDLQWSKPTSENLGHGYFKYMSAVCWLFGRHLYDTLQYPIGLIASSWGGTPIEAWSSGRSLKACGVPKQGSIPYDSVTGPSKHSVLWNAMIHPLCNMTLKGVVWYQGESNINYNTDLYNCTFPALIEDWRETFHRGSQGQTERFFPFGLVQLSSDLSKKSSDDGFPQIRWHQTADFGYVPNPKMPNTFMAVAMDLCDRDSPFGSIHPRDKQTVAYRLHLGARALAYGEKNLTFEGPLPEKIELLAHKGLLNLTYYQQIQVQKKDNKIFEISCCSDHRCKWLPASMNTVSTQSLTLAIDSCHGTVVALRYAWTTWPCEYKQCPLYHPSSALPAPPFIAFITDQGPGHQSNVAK
PRMT1 inh: PRMT1 methyltransferase inhibitors, primary screen, biochemical, fluorescence polarization; Protein arginine N-methyltransferase 1 (Homo sapiens), Q99873; recombinant PRMT1, activity-based probe fluorescence polarization; inhibition, % at 2.79 µM; hit rate 1.3% among 370,000; AID 652257, 2013;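 active = inhibition above about 21% made by adding two undisclosed values, limit read from the data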
Starred values were filed as active, the others as inactive. An excerpt. The share of hits here may be higher or lower than overall.

`CCOC(=O)CC1CCCCN1C(=O)c1cc(COc2cccc3cnccc23)on1` (stereo unspecified) gave mABHD4 FP -3, rCAG binder -7, TCR CD3 inh 6, GC-B act 4, HTRA1 inh -3, TDP2 inh 11, LEDGF integ inh 1, MBD2 DNA inh 1, SIAE primary 13 and PRMT1 inh -2.
`O=C(Nc1ncccc1Cl)C1COc2ccccc2O1` (stereo unspecified) gave mABHD4 FP -14, rCAG binder -1, TCR CD3 inh -2, GC-B act -2, HTRA1 inh 1, TDP2 inh -14, LEDGF integ inh -5, MBD2 DNA inh 11, SIAE primary 0 and PRMT1 inh 7.
COc1ccc(CC(=O)Nc2ccc(OC)c(NC(=O)c3ccco3)c2)cc1 was read as mABHD4 FP 5, rCAG binder 4, TCR CD3 inh -2, GC-B act 1, HTRA1 inh -11, TDP2 inh 6, LEDGF integ inh 2, MBD2 DNA inh 15*, SIAE primary 0 and PRMT1 inh -2.
`Clc1ccc(C[n+]2csc3ccccc32)cc1` gave mABHD4 FP 6, rCAG binder 5, TCR CD3 inh -1, GC-B act 8, HTRA1 inh 4, TDP2 inh 13, LEDGF integ inh -1, MBD2 DNA inh 2, SIAE primary -2 and PRMT1 inh 63*.
For COc1cccc(OC)c1C(=O)OCCCOC(=O)c1c(OC)cccc1OC the results were mABHD4 FP 8, rCAG binder -8, TCR CD3 inh -3, GC-B act 2, HTRA1 inh -4, TDP2 inh 6, LEDGF integ inh -3, MBD2 DNA inh 1, SIAE primary 2 and PRMT1 inh 0.
Screening Cn1cc(C(=O)N/N=C/c2ccc([N+](=O)[O-])cc2)c2ccccc21 returned mABHD4 FP -2, rCAG binder 3, TCR CD3 inh 7, GC-B act -4, TDP2 inh 0, LEDGF integ inh 5, MBD2 DNA inh 3, SIAE primary -9 and PRMT1 inh -1.
For CCc1ccc(C(=O)NNC(=O)c2cccc(S(=O)(=O)N3CCN(C)CC3)c2)cc1 the results were mABHD4 FP -3, rCAG binder 1, TCR CD3 inh 8, GC-B act 2, HTRA1 inh -11, TDP2 inh 1, LEDGF integ inh 5, MBD2 DNA inh 0, SIAE primary -8 and PRMT1 inh -2.
`COc1ccc(N2C(=O)Cc3c2nc(N)c(C#N)c3N)cc1` gave mABHD4 FP 3, rCAG binder 0, TCR CD3 inh 3, GC-B act -3, HTRA1 inh -1, TDP2 inh -9, LEDGF integ inh 0, MBD2 DNA inh 3, SIAE primary 3 and PRMT1 inh -1.
`O=c1c2c3nc4ccccc4nc3n(/N=C/c3ccccn3)c2ncn1-c1ccccc1` gave mABHD4 FP -5, rCAG binder 3, TCR CD3 inh -1, GC-B act 0, HTRA1 inh -3, TDP2 inh 4, LEDGF integ inh -3, MBD2 DNA inh -4, SIAE primary -2 and PRMT1 inh -3.
For CCOC(=O)c1c2c3c(cccc3[nH]c1=O)C(=O)c1ccccc1-2 the results were mABHD4 FP 1, rCAG binder 3, TCR CD3 inh 8, GC-B act 8, HTRA1 inh 0, TDP2 inh -1, LEDGF integ inh -1, MBD2 DNA inh -1, SIAE primary 2 and PRMT1 inh 5.
Screening CC1CN(C2CCCCC2)C(=S)N(c2ccccc2)C1=O (stereo unspecified) returned mABHD4 FP 3, rCAG binder 0, TCR CD3 inh 11, GC-B act -1, HTRA1 inh -7, TDP2 inh -2, LEDGF integ inh -5, MBD2 DNA inh 0, SIAE primary 1 and PRMT1 inh -3.
COC(=O)c1ccc(/C=N\NC(=O)c2ccc(C)cc2Cl)cc1 was read as mABHD4 FP -1, rCAG binder 1, TCR CD3 inh 1, GC-B act -3, HTRA1 inh -3, TDP2 inh -10, LEDGF integ inh -2, MBD2 DNA inh 4, SIAE primary 0 and PRMT1 inh 1.
For O=C(O)c1cccnc1SCc1ccccc1Cl the results were mABHD4 FP 2, rCAG binder 1, TCR CD3 inh -5, GC-B act 2, HTRA1 inh -1, TDP2 inh -11, LEDGF integ inh -8, MBD2 DNA inh 3, SIAE primary -6 and PRMT1 inh 2.
`C[C@H](CO)N1C[C@H](C)[C@@H](CN(C)Cc2ccc(-c3ccccc3)cc2)Oc2c(NC(=O)Nc3ccc(C(F)(F)F)cc3)cccc2C1=O` gave mABHD4 FP 1, rCAG binder -1, TCR CD3 inh 0, GC-B act -6, HTRA1 inh -6, TDP2 inh -2, LEDGF integ inh 2, MBD2 DNA inh 5, SIAE primary 2 and PRMT1 inh 1.
`COCCNC(=O)C(C)N(c1ccc(Oc2ccccc2)cc1)S(C)(=O)=O` (stereo unspecified) gave mABHD4 FP 3, rCAG binder -2, TCR CD3 inh 3, GC-B act -6, HTRA1 inh -10, TDP2 inh -5, LEDGF integ inh -1, MBD2 DNA inh 2, SIAE primary 3 and PRMT1 inh -2.
CCOc1cc(/C=C2/NC(=O)N(Cc3ccccc3F)C2=O)ccc1O was read as mABHD4 FP 6, rCAG binder 5, TCR CD3 inh 3, GC-B act -1, HTRA1 inh 3, TDP2 inh -5, LEDGF integ inh -2, MBD2 DNA inh -9, SIAE primary 11 and PRMT1 inh 0.
Screening COc1ccc(OC2C(=O)N(c3ccc(F)cc3)C2c2ccc(OC)c(OC)c2)cc1 (stereo unspecified) returned mABHD4 FP -1, rCAG binder -3, TCR CD3 inh -3, GC-B act -3, HTRA1 inh -18, TDP2 inh 13, LEDGF integ inh 0, MBD2 DNA inh 3, SIAE primary -4 and PRMT1 inh -1.
`COCC(C)NC(=O)c1cc(-c2cccc(OC)c2)on1` (stereo unspecified) gave mABHD4 FP -7, rCAG binder -4, TCR CD3 inh 0, GC-B act -2, HTRA1 inh -4, TDP2 inh 12, LEDGF integ inh 0, MBD2 DNA inh 3, SIAE primary 4 and PRMT1 inh -1.
`COc1ccccc1CNC(=O)CCc1c(C)nc2cc(-c3ccccc3OC)nn2c1C` gave mABHD4 FP -8, rCAG binder 2, TCR CD3 inh -8, GC-B act -6, HTRA1 inh -5, TDP2 inh -8, LEDGF integ inh 5, MBD2 DNA inh -4, SIAE primary -3 and PRMT1 inh -3.
Screening O=C(O)CC(NC(=S)NCc1ccccc1)C(=O)O (stereo unspecified) returned mABHD4 FP 0, rCAG binder 5, TCR CD3 inh 5, GC-B act 3, HTRA1 inh -3, TDP2 inh -8, LEDGF integ inh 4, MBD2 DNA inh -2, SIAE primary 0 and PRMT1 inh 5.
`CC1(C(=O)NS(=O)(=O)c2ccc(C#N)cc2)CCN1C(=O)CC1CCCC1` (stereo unspecified) gave mABHD4 FP 6, rCAG binder 2, TCR CD3 inh 3, GC-B act 0, TDP2 inh 6, LEDGF integ inh -5, MBD2 DNA inh -2, SIAE primary 2 and PRMT1 inh -2.
`Cc1ccc(S(=O)(=O)N(C)c2cccc3c2S(=O)(=O)N([C@H](C)c2ccccc2)C[C@@H](COCc2ccccc2)O3)cc1` gave mABHD4 FP -10, rCAG binder 8, TCR CD3 inh -12, GC-B act 0, TDP2 inh 9, LEDGF integ inh 2, MBD2 DNA inh 2, SIAE primary 0 and PRMT1 inh -2.
`O=C(/C=C/c1ccccc1Cl)Nc1ccc(S(=O)(=O)Nc2ncccn2)cc1` gave mABHD4 FP -9, rCAG binder 22, TCR CD3 inh 8, GC-B act 0, HTRA1 inh -18, TDP2 inh 11, LEDGF integ inh 6, MBD2 DNA inh 0, SIAE primary -13 and PRMT1 inh -2.
Screening CCOC(CNCc1cc(C)c2[nH]c3ccccc3c2c1C)OCC returned mABHD4 FP 1, rCAG binder 0, TCR CD3 inh 1, GC-B act -10, HTRA1 inh -6, TDP2 inh -1, LEDGF integ inh -5, MBD2 DNA inh 2, SIAE primary 3 and PRMT1 inh -2.
`CCN(CC)C(=O)CNC(=S)N(CCCN1CCOCC1)Cc1cccs1` gave mABHD4 FP 2, rCAG binder -7, TCR CD3 inh -7, GC-B act 5, HTRA1 inh -2, TDP2 inh -3, LEDGF integ inh -3, MBD2 DNA inh 4, SIAE primary -6 and PRMT1 inh 1.
`COC(=O)c1cccc(CSc2nc(-c3ccccc3)c(C#N)c(=O)[nH]2)c1` gave mABHD4 FP -59, rCAG binder 75*, TCR CD3 inh 3, GC-B act 2, HTRA1 inh -69, TDP2 inh -11, LEDGF integ inh 5, MBD2 DNA inh 5, SIAE primary -10 and PRMT1 inh 6.
For CCn1ncc(Br)c1C(=O)Nc1ccc(-c2ccno2)cc1 the results were mABHD4 FP -3, rCAG binder -2, TCR CD3 inh 2, GC-B act -2, HTRA1 inh -7, TDP2 inh -5, LEDGF integ inh 0, MBD2 DNA inh 1, SIAE primary -5 and PRMT1 inh 2.
`O=C(NCCc1ccccc1)c1ccc2c(c1)S(=O)(=O)c1ccccc1C2=O` gave mABHD4 FP -2, rCAG binder 0, TCR CD3 inh 4, GC-B act 2, HTRA1 inh 7, TDP2 inh 5, LEDGF integ inh -3, MBD2 DNA inh 6, SIAE primary 1 and PRMT1 inh -2.
Screening Nc1nc(=S)n(-c2ccccc2)[nH]1 returned mABHD4 FP 10, rCAG binder -1, TCR CD3 inh -3, GC-B act 2, HTRA1 inh -1, TDP2 inh 21, LEDGF integ inh -4, MBD2 DNA inh 6, SIAE primary 5 and PRMT1 inh 5.
For O=C(CCSc1ccc(Br)cc1)c1ccc(O)cc1 the results were mABHD4 FP -37, rCAG binder 4, TCR CD3 inh -5, GC-B act -2, HTRA1 inh -26, TDP2 inh 0, LEDGF integ inh -5, MBD2 DNA inh 3, SIAE primary -11 and PRMT1 inh 31*.
For C[C@H]1CN([C@@H](C)CO)C(=O)CCCn2nncc2CO[C@@H]1CN(C)S(=O)(=O)c1cccs1 the results were mABHD4 FP 0, rCAG binder 2, TCR CD3 inh 0, GC-B act 1, TDP2 inh 7, LEDGF integ inh -1, MBD2 DNA inh -1, SIAE primary 4 and PRMT1 inh -1.
O=C(c1ccccc1)N1CCN(c2cc(-c3ccccc3)nc3cc(-c4cccc(Cl)c4)nn23)CC1 was read as mABHD4 FP 0, rCAG binder 4, TCR CD3 inh -5, GC-B act -8, HTRA1 inh -11, TDP2 inh 3, LEDGF integ inh -3, MBD2 DNA inh 1, SIAE primary 0 and PRMT1 inh 2.
